# From PubChem
# SRC3 TRFRET art: counter-screen for PPARgamma SRC-3 recruitment agonists: TR-FRET artefact; PPARgamma/SRC-3 format; active compounds read high; TR-FRET ratio at 8 µM; 99,000 compounds, 0.39% hits; AID 1048; in the data active means TR-FRET ratio above about 2000; further: inactives centre near 1600; reference of the scale not given here
# SRC1 TRFRET art: counter-screen for PPARgamma SRC-1 recruitment agonists: TR-FRET artefact; TR-FRET detection artefact counter-screen, emission ratio; active compounds read high; TR-FRET ratio at 8 µM; 99,000 compounds, 0.34% hits; AID 1051; in the data active means TR-FRET ratio above about 2300; further: inactives centre near 1800; reference of the scale not given here
# * marks the source's active call; other numbers are inactive results. This is a subset; count on the stated rates, not on these rows.
item	Structure	SRC3 TRFRET art	SRC1 TRFRET art
1	CSCCC(Nc1ccc(S(=O)(=O)N2CCOCC2)cc1[N+](=O)[O-])C(=O)OCC(=O)NCC(C)C (stereo unspecified)	1494	1662
2	C/C(=N\NC(=O)C(N)=O)c1ccc(OC(F)F)cc1	1719	2030
3	CN(NS(=O)(=O)c1ccc(Br)cc1)c1nc(C(F)(F)F)nc2ccccc12	1607	1740
4	CCn1c2ccccc2c2cc([N+](=O)[O-])ccc21	1645	1897
5	CCOCc1c(C(=O)OCC(=O)Nc2ccc(C)c(S(=O)(=O)N(C)C)c2)oc2ccccc12	1733	1952
6	COc1ccc(C2NCCc3cc(OC)c(OC)cc32)cc1OC (stereo unspecified)	1430	1817
7	COc1cc(SC)ccc1C(=O)OC(C)C(=O)NC1CCCC1 (stereo unspecified)	1572	1898
8	CCC(=O)c1cn(CC(=O)O)c2ccccc12	1635	1653
9	C=CCN(C(=O)CNC(=O)c1cccs1)C(C(=O)NC1CCCCC1)c1cccnc1 (stereo unspecified)	1439	1668
10	CSCCC(NS(=O)(=O)c1ccc2ccccc2c1)C(=O)OCC(=O)c1ccc(C(C)C)cc1 (stereo unspecified)	1797	1807
11	COc1ccc2ccccc2c1CN1CCN(C)CC1	1553	1734
12	COc1ccc(S(=O)(=O)N2CCOCC2)cc1NC(=O)CN1CCC(Cc2ccccc2)CC1	1729	2079
13	O=C(CNC(=O)c1ccncc1)N/N=C/c1ccccc1[N+](=O)[O-]	1417	1752
14	CCN(C(=O)COC(=O)c1ccc(S(=O)(=O)N2CCCc3ccccc32)cc1)C1CCS(=O)(=O)C1 (stereo unspecified)	1776	2017
15	COc1ccc(OC)c(NC(=O)CC2SC(=NCc3ccccc3)NC2=O)c1 (stereo unspecified)	1158	1561
16	CC(=O)Nc1ccccc1C(=O)C(=O)Nc1ccc(C)c(C)c1	1768	1987
17	C[C@]12CC[C@@H]3c4cc(O)c(O)cc4CC[C@H]3[C@@H]1CC[C@@H]2O	1566	1640
18	CN(C)S(=O)(=O)c1cccc(NC(=O)c2ccncc2)c1	1283	1479
19	CN(C)CCCNC(=O)C1CCNCC1	1517	1821
20	Cc1ccc(S(=O)(=O)N(C)c2ccc(OCC(=O)Nc3nc4c(ccc5ccccc54)s3)cc2)cc1	1618	1480
21	CCCn1c(N)c(Br)c(=O)[nH]c1=O	1546	1765
22	CN1CC(=O)N(CC(=O)Nc2ccc(Br)cc2F)C1=O	1497	1800
23	CC(=O)c1sc(NC(=O)C2(F)C(F)(F)C(F)(F)C(F)(F)C(F)(F)C2(F)F)nc1C	1662	1586
24	CCCCCCC1CC(=O)NC(=S)N1 (stereo unspecified)	1730	1783
25	CC(=O)c1ccc(NC(=O)Cn2nc(C)c([N+](=O)[O-])c2C)cc1	1529	1626
26	CC(C(=O)OCC(=O)c1cccc([N+](=O)[O-])c1)N1C(=O)C2C3CCC(C3)C2C1=O (stereo unspecified)	1494	1600
27	Cc1ccc(NC(=S)N(CCCN(C)C)Cc2cc3cc4c(cc3[nH]c2=O)OCO4)cc1	1620	1659
28	CN(C)CCCNC(=S)NCc1ccc(Cl)cc1	1601	1923
29	Cc1cccc(S(=O)(=O)Nc2nc3ccccc3nc2Nc2ccc3c(c2)OCO3)c1	1565	1745
30	CC(C)(C)NC(=O)COC(=O)c1cc(Br)ccc1Cl	1482	1735
31	Cc1cccc(NC(=S)NCc2cccs2)c1	1499	1924
32	O=C(COC(=O)c1ccc(Cl)c(S(=O)(=O)NCc2ccccc2)c1)NCC1CCCO1 (stereo unspecified)	1682	1570
33	CCCCOc1ccc(Br)cc1CSC(=N)N	1498	1618
34	N#Cc1ccc(NCC(=O)Nc2ccc3c(c2)OCCO3)cc1	1481	1652
35	Cc1ccc(NC(NC(=O)c2cccnc2)C(Cl)(Cl)Cl)cc1 (stereo unspecified)	1607	1811
36	Cc1ccc(C(=O)N(CCCN(C)C)c2nc3ccc(Cl)cc3s2)cc1C	1558	1738
37	C=CCNC(=O)C(=O)NCCCN1CCOCC1	1511	1721
38	COc1ccc(-n2c(C)cc(C(=O)COc3ccc(C)nc3[N+](=O)[O-])c2C)cc1	1535	2243
39	COc1ccccc1C(=O)N/C(=C/c1ccccc1)C(=O)Nc1ccc(C(=O)O)cc1	1226	1671
40	Cc1cc2nc(Sc3c([N+](=O)[O-])nc(C)n3Cc3ccccc3)[nH]c2cc1C	1502	1940

# Molecules shown so far that contain a nitro group on carbon (seven):
item	Structure	SRC3 TRFRET art	SRC1 TRFRET art
1	CSCCC(Nc1ccc(S(=O)(=O)N2CCOCC2)cc1[N+](=O)[O-])C(=O)OCC(=O)NCC(C)C (stereo unspecified)	1494	1662
4	CCn1c2ccccc2c2cc([N+](=O)[O-])ccc21	1645	1897
13	O=C(CNC(=O)c1ccncc1)N/N=C/c1ccccc1[N+](=O)[O-]	1417	1752
25	CC(=O)c1ccc(NC(=O)Cn2nc(C)c([N+](=O)[O-])c2C)cc1	1529	1626
26	CC(C(=O)OCC(=O)c1cccc([N+](=O)[O-])c1)N1C(=O)C2C3CCC(C3)C2C1=O (stereo unspecified)	1494	1600
38	COc1ccc(-n2c(C)cc(C(=O)COc3ccc(C)nc3[N+](=O)[O-])c2C)cc1	1535	2243
40	Cc1cc2nc(Sc3c([N+](=O)[O-])nc(C)n3Cc3ccccc3)[nH]c2cc1C	1502	1940

# (listing goes on)
item	Structure	SRC3 TRFRET art	SRC1 TRFRET art
41	CCCCNC(=O)COC(=O)c1ccc(F)cc1Cl	1541	1685
42	Cc1ccccc1-c1oc(C)c(C)[n+]1[O-]	1581	1833
43	CNC(=O)c1cc(Cl)c(OC)c(OC)c1	1679	1776
44	COc1ccc(S(=O)(=O)NC2CC2)cc1-n1cnnn1	1521	1556
45	Cc1cccc(N2CCN(Cc3nc(-c4ccccc4Cl)oc3C)CC2)n1	1432	1846
46	COc1cc(SC)ccc1C(=O)Nc1ccc(S(=O)(=O)N2CCCC2)cc1	1451	1706
47	O=C(O)C1C2C=CC(O2)C1C(=O)Nc1ccc2c(c1)OCCO2 (stereo unspecified)	1680	2094
48	CC(=O)NC(Cc1cc(C)ccc1C)C(=O)N1CCN(C(=O)c2ccccc2Br)CC1 (stereo unspecified)	1797	1821

# Retrieved one by one from above:
item	Structure	SRC3 TRFRET art	SRC1 TRFRET art
14	CCN(C(=O)COC(=O)c1ccc(S(=O)(=O)N2CCCc3ccccc32)cc1)C1CCS(=O)(=O)C1 (stereo unspecified)	1776	2017
24	CCCCCCC1CC(=O)NC(=S)N1 (stereo unspecified)	1730	1783
33	CCCCOc1ccc(Br)cc1CSC(=N)N	1498	1618

# Going on with the list:
item	Structure	SRC3 TRFRET art	SRC1 TRFRET art
49	CC(C)C(=O)N(Nc1nc2ccccc2s1)C(=O)C(C)C	1646	1799
50	Cc1nn(Cc2ccc(Cl)cc2)c(C)c1NC(=O)CCCn1nc(C)c([N+](=O)[O-])c1C	1668	1865
51	Cc1cc(C)c2nc(-c3ccccn3)cc(C(=O)n3cccn3)c2c1	1505	1656
52	CC(C)S(=O)(=O)c1ccc(C(=O)Nc2ccc(F)cc2F)cn1	1549	1851
53	O=C(N/N=C1/CCSC1)c1cc(Br)ccc1O	1715	2042
54	Fc1ccccc1C1c2[nH]c3ccccc3c2CCN1Cc1cccn1-c1ncccn1 (stereo unspecified)	1622	1842
55	O=C(Nc1nnc(-c2cccnc2)o1)c1cccc(Cl)c1	1524	1870
56	C=CCNC(=S)NNC(=O)c1ccc(C)c(Cl)c1	1599	1812
57	O=C(c1ccc(=O)[nH]c1)N(Cc1cccs1)C1(C(=O)NC2CCCC2)CCCCC1	1594	1823
58	CCn1ncc(Cl)c1C(=O)Nc1cc([N+](=O)[O-])ccc1OC	1598	1883
59	CC(C)C(=O)O/N=C(\N)c1ccccn1	1559	1781
60	O=S(=O)(c1ccccc1)N1CCC(=NO)CC1	1456	1822
61	CC1(C)CC(=O)C2=C(C1)NC1=C(C(=O)c3ccccc31)C2c1ccccc1 (stereo unspecified)	1795	1949
62	O/N=C1\CCCC\C1=C/c1ccccc1	1726	1989
63	O=C(OCc1nnc(-c2ccccc2)o1)C12CC3CC(CC(Br)(C3)C1)C2	1625	1851
64	O=C(C1CCCO1)N1CCN(C(=S)Nc2ccccc2Cl)CC1 (stereo unspecified)	1642	1572
65	COc1ccc(CNS(=O)(=O)c2ccc(F)c(C(=O)Nc3ccccc3OC)c2)cc1	1560	1696
66	O=C(O)CCC(=O)c1ccc2c(c1)CCCC2	1455	1802
67	C=CCc1ccccc1OCC(=O)N/N=C/c1ccc(OC(C)=O)cc1OC(C)=O	1633	1682
68	NC(=S)N/N=C1/CCSc2ccc3ccccc3c21	1764	2049
69	c1ccc(Nc2ccc(-n3ccnc3)nn2)cc1	1477	1700
70	CN(CC(=O)NCc1ccccn1)S(=O)(=O)c1ccc(F)cc1	1376	1873
71	O=C(N[C@@H](c1ccccc1)[C@@H]1C[C@H]1C(=O)O)OCc1ccccc1	1357	1830
72	Nc1ccc(Oc2ccc(Br)cc2)cc1	1375	1626
73	CCNC(=S)NNc1nc(N2CCOCC2)nc(N2CCOCC2)n1	1665	1668
74	Cc1ccc(C(=O)Nc2ccc(SC(F)F)cc2)s1	1568	1874
75	Cc1nc2ccccc2n1Cc1n[nH]c(=S)n1-c1ccc(Cl)cc1	1652	1736
76	COc1ccc(C(=O)Nc2nc3ccccc3[nH]2)cc1S(=O)(=O)N1CCOCC1	1757	2080
77	COc1ccc(NC(=O)COC(=O)c2ccncc2)c(OC)c1	1541	1976
78	Clc1ccc(CN(Cc2ccc(Cl)cc2)c2nn[nH]n2)cc1	1548	1662
79	Cc1sc2nc(COC(=O)c3c(F)cccc3F)[nH]c(=O)c2c1C	1501	1738
80	O=C1c2cccc3cccc(c23)C(=O)N1OS(=O)(=O)c1ccc(Cl)cc1	1555	1833
81	NS(=O)(=O)c1cc2c(cc1Cl)NC(C(Cl)Cl)NS2(=O)=O (stereo unspecified)	1755	1792
82	O=C1/C(=C/c2ccco2)CCC1C1CCCC1 (stereo unspecified)	1621	1915
83	O=C(N/N=C/c1cccs1)c1cccc(NC(=O)c2ccccc2Cl)c1	1529	1942
84	C/C(=N\NC(=O)c1ccccc1Br)c1ccc(N2CCOCC2)cc1	1649	1674
85	CCC(C)NC(=O)CN(c1ccc(OC)cc1)S(=O)(=O)c1ccccc1 (stereo unspecified)	1666	1568
86	O=C(Nc1ccc(Cl)cc1)Nc1nnc(CSCc2ccc(Cl)cc2)s1	1555	1866
87	O=C(CSc1nnc(-c2cccnc2)s1)Nc1ccnc2ccccc12	1485	1639
88	COc1cc(/C=N/NC(=O)CNC(=O)c2ccco2)ccc1O	1619	1767
89	Cn1c(-c2cccc([N+](=O)[O-])c2)[n+](C)c2ccccc21	1776	1829
90	CCn1ccnc1CN1CCCC(C(=O)c2ccc3c4c(cccc24)CC3)C1 (stereo unspecified)	1444	1662
91	CCOc1cc(/C=C/c2cc(C(=O)O)c3ccccc3n2)ccc1OC	1509	1863
92	O=C(CCc1nnc(CCCCc2ccccc2)o1)N(CCO)Cc1ccccc1	1470	1801
93	CCN(CC)C(=O)Oc1cc(=O)n(C)c2ccccc12	1607	1799
94	COC(=O)N/N=C/c1cc(Br)ccc1O	1529	1857
95	COc1ccc(CNC(=O)C(c2ccco2)N(C(=O)CNS(=O)(=O)c2ccccc2)c2ccccc2C)cc1 (stereo unspecified)	1807	2053
96	COC(=O)c1nc(Cl)c(Cl)c(N)c1Cl	1566	1784
97	CCSc1ccccc1C(=O)NCCc1ccccc1	1581	1886
98	CCOC(=O)C(NC(=O)NCc1ccccc1)(OCC)C(F)(F)F (stereo unspecified)	1512	1717
99	O=C(NCCS(=O)c1ccc(Cl)cc1)c1cccc(Cl)c1 (stereo unspecified)	1690	1733
100	O=C(Nc1ccc(CSc2ccccc2)cc1)c1ccccc1	1537	1854
101	O=C(C1=C[C@H](c2ccccc2)C[C@H](OCCCCO)O1)N1CCN(Cc2ccc3c(c2)OCO3)CC1	1590	1649
102	CCCOc1cccc(C(=O)NC(=S)Nc2ccc(N3CCN(C)CC3)cc2)c1	1629	1937
103	Cc1ccccc1N(C(=O)Cc1cccs1)C(C(=O)NC1CCCCC1)c1cn(C)nc1C (stereo unspecified)	1461	1696
104	COc1ccc(Cl)cc1NC(=S)NNC(=O)c1cccs1	1643	2014

# (next part)
item	Structure	SRC3 TRFRET art	SRC1 TRFRET art
105	CC(C(=O)N1CCN(C2c3ccccc3-c3ccccc32)CC1)N1C(=O)c2ccccc2C1=O (stereo unspecified)	1634	1885
106	CCNC(=O)CC1S/C(=N/N=C(\C)c2ccccc2)NC1=O (stereo unspecified)	1621	1725
107	O=C(NC1CC1)c1ccc(-n2cccc2)cc1	1505	1979
108	c1ccc(CN2CCC(N=C3NN=C(c4ccc5c(c4)OCCO5)CS3)CC2)cc1	1776	2049
109	COc1cccc(/C=N/Nc2cc(-n3nc(C)cc3-c3ccccc3)ncn2)c1O	1708	1826
110	CCn1c(C2CC(=O)N(c3ccc(C)c(C)c3)C2)nc2ccccc21 (stereo unspecified)	1565	1740
111	NC(=O)c1cc[n+](CC2=C(C(=O)O)N3C(=O)[C@@H](NC(=O)C(c4ccccc4)S(=O)(=O)[O-])[C@H]3SC2)cc1 (stereo partly specified)	1448	1758
112	O=C(Cn1cnc([N+](=O)[O-])n1)N/N=C/c1ccc(O)cc1O	1691	1883
113	CCOC(=O)N1CCN(C(=O)COc2ccccc2[N+](=O)[O-])CC1	1462	1803
114	Cc1cc(-c2nn(-c3ccccc3F)cc2CNCCc2cnccn2)c(C)s1	1420	1821
115	OCCC1CN(Cc2cn[nH]c2C2CCCCC2)CCN1C1CCCCC1 (stereo unspecified)	1736	1766
116	CN(C)S(=O)(=O)N1CCN(c2ccc([N+](=O)[O-])c(N3CCCCC3)c2)CC1	1461	1511
117	O=C1/C(=C\c2ccc(O)c(O)c2)C(c2ccccc2)=NN1c1ccccc1	1584	1953
118	COc1cccc(NC(=O)N2CCCC2C(=O)NCc2ccccc2)c1 (stereo unspecified)	1348	1822
119	COc1ccc(CNC(=O)OCCN2CCN(S(=O)(=O)c3ccc(C)cc3)CCC2=O)cc1	1711	1876
120	CCc1ccccc1Nc1nc2ccccc2n1C(C)C	1928	2118
